TAAR1 agonist: agonists of human TAAR1; activation, % at 3 µM; CHO RD-HGA16 TAAR1, Fluo-8 calcium fluorescence; vehicle wells 0%, saturating PEA agonist 100%; 360,000 tested, 0.99% active; Q96RJ0;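 active = activation above the mean activation of all test compounds in the run plus 3 SD, cut at about 38% in these data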
Target sequence (Q96RJ0 whole entry, looked up): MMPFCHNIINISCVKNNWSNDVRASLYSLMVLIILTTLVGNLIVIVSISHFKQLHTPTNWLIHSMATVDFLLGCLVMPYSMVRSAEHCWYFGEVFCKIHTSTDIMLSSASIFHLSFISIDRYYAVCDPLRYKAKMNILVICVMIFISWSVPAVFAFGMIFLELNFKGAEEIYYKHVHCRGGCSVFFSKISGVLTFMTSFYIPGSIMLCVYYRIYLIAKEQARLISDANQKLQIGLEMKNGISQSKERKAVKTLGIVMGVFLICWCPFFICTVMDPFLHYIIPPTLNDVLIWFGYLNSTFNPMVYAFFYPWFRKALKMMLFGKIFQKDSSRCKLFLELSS
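Test system: RD-HGA16 (CHO) cells co-expressing Gα16 and hTAAR1 | Doses: Single dose, 3 µM | Schedule: 17-24 h seeding, 75 min 37 °C dye, 30 min RT | Evaluation: % activation from peak over basal fluorescence ratio, DMSO-to-PEA scaled | Technique: Kinetic Fluo-8 calcium fluorescence | Benchmarks: Low control DMSO, high control PEA (EC100)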
M1 ag parental: counter-screen for M1 agonists: effect in parental CHO-K1 cells | Fluo-8 calcium fluorescence; scaled to maximal ATP response, vehicle zero | activation, % at 3 µM | 360,000 tested, 0.48% active | AID 602248; in the data active = activation above about 15%;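 note: untransfected CHO-K1 host cells lacking M1 receptor as counterscreen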
CHRM1 antagonist: antagonists of human M1 muscarinic receptor; P11229; CHO-K1 hM1, Fluo-8 calcium fluorescence, ACh EC80 antagonist; inhibition, % at 3 µM; 360,000 tested, 1.3% active; AID 588852;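 active = percent inhibition above its own plate's cutoff, namely the mean of that plate's compound wells plus 3 SD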;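 note: peak over basal fluorescence ratio during 140 s after agonist addition; 0% = ACh EC80 plus DMSO and 100% = DMSO alone without agonist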
Target sequence (P11229 whole entry, looked up): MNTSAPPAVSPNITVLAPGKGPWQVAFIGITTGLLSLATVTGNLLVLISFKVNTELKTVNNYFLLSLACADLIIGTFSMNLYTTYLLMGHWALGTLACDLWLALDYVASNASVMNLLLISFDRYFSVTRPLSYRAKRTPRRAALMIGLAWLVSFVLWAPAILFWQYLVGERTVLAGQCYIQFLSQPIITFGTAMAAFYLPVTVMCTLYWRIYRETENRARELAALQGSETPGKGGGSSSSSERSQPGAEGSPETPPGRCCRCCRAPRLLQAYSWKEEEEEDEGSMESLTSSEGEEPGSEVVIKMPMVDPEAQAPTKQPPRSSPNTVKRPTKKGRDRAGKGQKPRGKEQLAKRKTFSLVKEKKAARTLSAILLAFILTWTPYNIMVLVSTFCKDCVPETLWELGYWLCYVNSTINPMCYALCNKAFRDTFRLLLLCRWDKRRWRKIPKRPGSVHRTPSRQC
CHO-K1 Ca PAM: nonselective activator or artifact in parental CHO-K1 calcium assay. ATP EC20, Fluo-8 calcium fluorescence; 0% at ATP EC20, 100% at ATP max. activation, % at 3 µM. 360,000 tested, 0.02% active. AID 602247;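 active = activation above the run cutoff, the mean activation of all test compounds plus 3 SD, cut at about 40% in these data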;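 note: peak over basal fluorescence ratio in a 140 s read after ATP addition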
CHO-K1 Ca antag: M1 antagonist counterscreen hit in parental CHO-K1 cells. ATP-induced calcium, Fluo-8 fluorescence. inhibition, % at 3 µM. 360,000 tested, 0.6% active;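 active = inhibition above a per-plate cutoff, the plate's mean sample inhibition plus 3 SD, cut at about 24% in these data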;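 note: 0% = DMSO plus EC80 ATP and 100% = DMSO alone without ATP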
TAAR1 antagonist: human TAAR1 antagonism | 360,000 tested, 1.5% active | AID 624466 | CHO RD-HGA16 TAAR1, Fluo-8 calcium fluorescence, antagonist | inhibition, % at 3 µM;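 active = inhibition above a per-plate cutoff, the mean inhibition of test compounds on that plate plus 3 SD, cut at about 49% in these data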;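 note: 0% = DMSO plus EC80 beta-PEA response and 100% = DMSO alone without agonist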
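Test system: hTAAR1-expressing CHO RD-HGA16 cells, Gα16-coupled; Probe or stimulus: EC80 β-phenethylamine stimulus; Compound dosing: single nominal final test compound concentration of 3 µM; Timing: 140 s kinetic read after compound, 140 s after agonist; Signal: Fluo-8 calcium-sensitive fluorescence; Measure: % inhibition of agonist calcium response; Controls: DMSO and EC80 PEA controls.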
CHO parental Ca: counter-screen for OX1R antagonists: effect in parental CHO cells. 330,000 tested, 0.63% active. AID 463079. parental CHO-K1, ATP-induced calcium, Fluo-8 fluorescence. inhibition, % at 5.6 µM;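 active = inhibition above that plate's mean sample inhibition plus 3 SD, cut at about 26% in these data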;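 note: 0% = ATP-challenged DMSO wells and 100% = DMSO wells without ATP; some compounds past the cut are filed as inactive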
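Assay system – parental CHO cells · Reagent – ATP stimulus · Detection – intracellular calcium via Fluo-8 no-wash fluorescent dye · Evaluation – percent inhibition of ATP-evoked calcium rise, normalized to controls · Controls – ATP wells versus no-ATP DMSO wells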
M1 PAM: human CHRM1 positive allosteric modulation; P11229; CHO-K1 hM1, Fluo-8 calcium fluorescence, ACh EC20; 0% = ACh EC20, 100% = maximal ACh; activation, % at 3 µM; 360,000 tested, 0.088% active; in the data active = activation above about 19%, passing the limit was not always enough
CHRM1 agonist: agonists of human M1 muscarinic receptor; activation, % at 3 µM; P11229; CHO-K1 hM1, Fluo-8 calcium fluorescence, agonist mode; 0% DMSO, 100% acetylcholine EC100; 360,000 tested, 0.33% active;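 active = activation above the run's mean compound activation plus 3 SD, cut at about 16% in these data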;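 note: peak over basal fluorescence ratio within a 140 s kinetic read after compound addition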
* hit, by the source's call; nt = not tested or not shown.

SMILES | TAAR1 agonist | M1 ag parental | CHRM1 antagonist | CHO-K1 Ca PAM | CHO-K1 Ca antag | TAAR1 antagonist | CHO parental Ca | M1 PAM | CHRM1 agonist
O=C(CNC(=O)c1ccc(F)cc1)c1ccc(Cl)cc1 | 2.7 | 0.2 | 0.3 | -6.2 | 3.6 | -23.5 | 10.6 | -0.1 | -1.4
CC(=O)Nc1ccc(NC(=O)CCOc2ccccc2C)cc1 | 0.5 | 1.8 | -13.3 | -4.5 | -11.9 | 5.0 | -14.2 | 6.2 | -2.1
Cc1ccc(C(=O)OCC(=O)Nc2ccc3c(c2)OCO3)cc1S(=O)(=O)N1CCOCC1 | 7.6 | 0.8 | -9.9 | 11.5 | -6.4 | 1.1 | -3.9 | -0.9 | -2.6
CCc1cc(-c2nnn(CCC3COCCO3)c2CC)ccc1-c1cn(Cc2ccc3ccccc3c2)nn1 (stereo not given) | 3.2 | 2.4 | -2.2 | 1.0 | -7.1 | 5.9 | nt | 3.6 | 1.2
CC1CC(C)CN(S(=O)(=O)c2ccc(Oc3ccc([N+](=O)[O-])cc3)cc2)C1 (stereo not given) | -0.4 | 2.1 | 18.0 | 7.1 | -0.7 | -8.4 | 4.6 | -14.5 | -8.4
CC(C)(C)c1ccc(C(=O)NC2CCS(=O)(=O)C2)cc1 (stereo not given) | 0.3 | 1.6 | -12.2 | -4.8 | -12.8 | -19.3 | 0.7 | 6.6 | -1.5
N#Cc1c(SCC(N)=O)nc2c(c1-c1ccc(O)cc1)CCCC2 | 14.7 | 0.7 | -5.1 | 1.3 | -1.4 | -26.1 | -7.1 | -1.6 | -4.4
c1ccc(Nc2nc(-c3ccccn3)cs2)cc1 | 6.3 | 0.2 | -9.3 | -8.2 | 6.9 | -2.6 | -24.3 | 2.6 | -0.9
CC(C)C(=O)N1c2ccccc2NC2=C(C(=O)CCC2)C1c1ccc(N(C)C)cc1 (stereo not given) | 2.2 | -0.1 | 2.9 | 8.1 | -8.9 | -11.6 | -9.2 | 0.9 | -3.0
O=C(OCc1ccccc1)c1cn(-c2ccccc2)nc1-c1ccncc1 | 3.9 | 0.0 | 4.0 | -2.1 | 2.7 | 25.1 | -39.1 | -5.8 | -6.0
Cc1ccc2[nH]c3c(=O)n(CC(=O)N4CC(C)CC(C)C4)ncc3c2c1 (stereo not given) | 5.1 | 1.5 | 2.3 | 6.5 | 2.4 | -6.4 | -22.3 | 1.1 | -5.4
Cc1cccc(C(=O)OCN2C(=O)c3ccccc3C2=O)c1[N+](=O)[O-] | 3.5 | 0.8 | -6.3 | 2.2 | -6.7 | -1.5 | -3.6 | 8.0 | 0.2
CC(=O)Nc1nc2ccc(NC(=O)c3ccco3)cc2s1 | 9.3 | -0.1 | 4.1 | 6.9 | -1.2 | 4.8 | -8.3 | -1.6 | -2.6
Cc1ccc(S(=O)(=O)N2CCN(CC(O)CN3CCOCC3)CC2)cc1 (stereo not given) | 1.8 | 0.2 | -7.2 | 4.9 | -22.9 | 13.7 | -8.2 | 17.1 | -6.8
CCOC(=O)C(C(=O)OCC)C(CC(=O)C1CC1)c1ccccc1 (stereo not given) | 7.3 | 0.2 | 8.1 | -1.9 | 2.8 | -7.7 | -25.8 | -4.1 | -3.2
CCC(Oc1ccc(Br)cc1Cl)C(=O)Nc1nnc(C2CC2)s1 (stereo not given) | 6.2 | 2.6 | -4.0 | 10.7 | -18.3 | -27.2 | -23.7 | 4.3 | -0.2
CCCn1c(NC(=O)c2ccc([N+](=O)[O-])o2)nc2ccccc21 | -1.6 | 1.0 | 6.1 | -15.3 | -5.5 | 13.9 | -17.3 | -3.5 | -5.8
Cc1ccc(OCC(=O)Nc2cc(S(=O)(=O)N3CCCCC3)ccc2C)c([N+](=O)[O-])n1 | 5.9 | 0.5 | -4.0 | 22.8 | -13.3 | -17.0 | -18.5 | 8.4 | -10.7
O=C1CSc2ccc(C(=O)NCc3ccccn3)cc2N1 | 0.6 | 0.1 | -17.9 | 20.8 | -11.5 | -15.0 | 0.2 | 14.4 | -2.5
O=C(CCN1C(=O)/C(=C/C=C/c2ccccc2)SC1=S)Nc1cccnc1 | 5.6 | 1.6 | -0.4 | 27.4 | -7.4 | -7.7 | -9.5 | 4.5 | -8.2
Cc1cccc(NC(=O)CSc2nnc([C@@H]3CCCN3C(=O)OC(C)(C)C)o2)c1C | 2.6 | 0.5 | -22.1 | 17.6 | -9.7 | -19.3 | -19.8 | -3.9 | -1.7
CCOc1ccc(NC(=O)COc2ccc(-n3cnnn3)cc2)cc1 | 7.4 | 1.1 | -3.9 | 11.5 | -17.3 | -2.6 | 2.6 | 5.3 | -2.2
COc1cc(CN2CC(=O)N(c3ccc(C)c(C)c3)C2=S)cc(OC)c1OC | 16.6 | 1.0 | -6.1 | 7.6 | -0.5 | 5.2 | -28.0 | 1.0 | 5.1
CC(NC(=O)CN1CCOCC1)c1ccc(F)cc1 (stereo not given) | 12.1 | -0.2 | -13.7 | 2.0 | -6.1 | -28.8 | -1.4 | 10.3 | -2.7
CN(C(=O)CCc1nnc(CCCCc2ccccc2)o1)C1CC(C)(C)NC(C)(C)C1 | 3.5 | 0.2 | -1.1 | -1.9 | -7.1 | -2.3 | -7.8 | 2.6 | -5.4
Cc1cc(=O)oc(C)c1C(=O)N1CCCCC1 | 5.2 | 1.1 | -28.2 | 19.5 | -22.1 | 8.1 | -2.3 | 7.7 | -0.7
CC(=O)c1ccc(OCc2cc(=O)n3ccsc3n2)cc1 | 13.4 | 0.7 | -5.7 | 9.3 | -3.7 | -6.0 | -12.0 | 1.9 | -8.4
CCCCn1c(N)c(N(CCOC)C(=O)c2ccc(Cl)c(S(=O)(=O)N3CCCCC3)c2)c(=O)[nH]c1=O | 10.2 | 1.6 | -8.2 | 7.8 | -8.4 | -37.4 | -20.3 | 7.8 | -2.4
CCN(CC)CCNC(=S)Nc1ccc(Cl)cc1 | 4.3 | 1.0 | -5.5 | 16.3 | -16.9 | -13.9 | -14.3 | 0.8 | -7.2
Cc1noc(C)c1C(=O)Nc1nc2ccccc2s1 | 1.2 | 0.4 | -9.4 | -19.0 | 10.0 | -12.3 | nt | 8.3 | -3.5

Random excerpt: three compounds from above.
SMILES | TAAR1 agonist | M1 ag parental | CHRM1 antagonist | CHO-K1 Ca PAM | CHO-K1 Ca antag | TAAR1 antagonist | CHO parental Ca | M1 PAM | CHRM1 agonist
CC(=O)Nc1ccc(NC(=O)CCOc2ccccc2C)cc1 | 0.5 | 1.8 | -13.3 | -4.5 | -11.9 | 5.0 | -14.2 | 6.2 | -2.1
CC(C)(C)c1ccc(C(=O)NC2CCS(=O)(=O)C2)cc1 (stereo not given) | 0.3 | 1.6 | -12.2 | -4.8 | -12.8 | -19.3 | 0.7 | 6.6 | -1.5
Cc1ccc(OCC(=O)Nc2cc(S(=O)(=O)N3CCCCC3)ccc2C)c([N+](=O)[O-])n1 | 5.9 | 0.5 | -4.0 | 22.8 | -13.3 | -17.0 | -18.5 | 8.4 | -10.7

Later entries:
SMILES | TAAR1 agonist | M1 ag parental | CHRM1 antagonist | CHO-K1 Ca PAM | CHO-K1 Ca antag | TAAR1 antagonist | CHO parental Ca | M1 PAM | CHRM1 agonist
COC(=O)CSc1nc(N)c2c3c(sc2n1)C(c1ccccc1)SC(c1ccccc1)C3 (stereo not given) | nt | 2.0 | -0.8 | 21.9 | -6.0 | nt | -14.6 | 7.6 | -6.2
COC(=O)c1ccccc1S(=O)(=O)N1CCC(NC(=O)C(Cc2cccc(OC)c2OC)NC(C)=O)CC1 (stereo not given) | 1.9 | 0.2 | -7.4 | -22.1 | -7.6 | -32.0 | nt | 5.6 | -1.0
Cc1ccc(C(C)NC(=O)c2ccncc2)c(C)c1 (stereo not given) | 2.9 | 1.5 | -17.6 | 11.4 | -2.0 | -0.7 | -2.7 | 12.1 | 2.7
COc1cc(CNC2CCCCCC2)cc(OC)c1O | 4.2 | 0.4 | -13.0 | 9.6 | -8.9 | -2.1 | -0.1 | 10.6 | -6.2
S=C(NCCCc1cnc[nH]1)NCCCN(Cc1ccc(Cl)cc1)c1ccc(Br)cn1 | 38.0* | 0.6 | 4.6 | 6.9 | -4.1 | 37.7 | nt | -8.9 | -10.4
CC(C)C(NC(=O)c1ccccc1NC(=O)c1ccccc1)C(=O)NNC(=O)c1ccncc1 (stereo not given) | 3.1 | -0.2 | -12.2 | 22.1 | -8.1 | -2.3 | -22.5 | 10.6 | -0.6
O=P(COc1ccccc1)(c1ccccc1)c1ccccc1 | 4.0 | 0.4 | -13.8 | 18.0 | -6.0 | 3.6 | -19.9 | 11.1 | -3.4
COc1cccc(NC(=O)CSc2nc3ccccc3c(=O)n2CCCC(=O)NCCCN2CCOCC2)c1 | 0.9 | 0.1 | 20.9 | -9.5 | -11.1 | -19.7 | -18.8 | -5.1 | -6.8
O=C(CCc1ccccc1)NNC(=O)c1ccc(NC(=O)c2ccccc2)cc1 | 1.3 | -0.1 | -1.8 | 20.9 | -3.0 | 2.0 | 6.5 | 6.0 | 2.1
O=C(NCC1CCCO1)c1ccc(Cl)c(S(=O)(=O)N2CCCCC2)c1 (stereo not given) | 0.6 | 2.5 | -5.1 | -5.1 | 0.6 | -13.4 | -23.2 | 3.3 | -1.1
Cc1cccc(N2CC(C(=O)NCCC3=CCCCC3)CC2=O)c1C (stereo not given) | 0.2 | -0.6 | -8.8 | -30.2 | 15.7 | -18.8 | -21.1 | 13.0 | 4.2
COc1ccccc1CNC(=O)COC(=O)c1nccnc1N | 3.0 | 0.2 | 8.3 | -6.7 | -3.1 | -30.4 | -4.0 | -1.5 | -1.5
Cc1ccc(S(=O)(=O)N(C)C)cc1NC(=O)c1cc(C(C)(C)C)nn1Cc1ccccc1 | 18.8 | 1.3 | -8.1 | -8.9 | -11.5 | 12.2 | -22.0 | 7.8 | -3.1
Cc1[nH]c2ccccc2c1C(=O)Cn1c(=O)oc2ccccc21 | nt | 1.2 | 4.8 | 0.8 | 3.2 | nt | -10.8 | -2.6 | -0.6
CCOc1ccc(N(CC(=O)Nc2ccc(C)cc2C)S(C)(=O)=O)cc1 | -0.9 | 0.7 | -13.9 | 25.8 | -13.5 | 0.5 | -3.6 | 9.7 | 7.4
CCc1noc(C)c1C(=O)N1CCCC(CCC(=O)NCc2ccc(F)c(F)c2)C1 (stereo not given) | 0.3 | 9.0 | -1.6 | 18.4 | 1.2 | -15.0 | -4.2 | 6.9 | -0.2
O=S(=O)(c1c(Cl)cc(Br)cc1Cl)N1CCN(C(=S)NC2CC2)CC1 | 3.5 | 0.3 | -9.5 | -19.1 | 21.0 | -16.8 | 6.7 | 0.7 | -1.6
COc1ccc(CC(=O)Nc2c(C(=O)N3CCN(c4ccccc4OC)CC3)oc3ccccc23)cc1OC | 8.0 | 4.4 | 4.4 | -14.8 | -5.3 | 34.0 | -17.7 | -5.4 | -1.6
